Screening data (PubChem BioAssay)
Insulin prom inh: TRM-6 insulin promoter activity inhibition; 0.9% of 130,000 active; TRM-6 cells (human fetal islet line), insulin promoter-eGFP reporter, imaging; reporter expression induced with tamoxifen; inhibition, % at 2 µM;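 active = inhibition above the mean plus 3 SD, with well images judged a real hit on visual review, cut at about 60% in these data, passing the limit was not always enough; inconclusive = inhibition over the cutoff but images rejected on review; inactive = inhibition not above the cutoff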
sdo1 growth: compounds rescuing growth of sdo1-depleted yeast, bone marrow failure model; z-score at 10 µM; AID 817; S. cerevisiae sdo1-depleted JHY4D growth rescue, OD600 30 h; stronger effect = higher value; pdr5 snq2 efflux-pump mutant strain; 0.21% of 140,000 active;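 active = z-score above 3 at both the 24 hr and the 30 hr optical density reads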;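 note: z-score against mean and SD of all compound wells on the same plate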
sdo1 growth Rescue 24 h: also measured in sdo1 growth; calls as there; z-score; S. cerevisiae sdo1-depleted JHY4D growth rescue, OD600; measured here: growth rescue at 24 h;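 0 is the plate mean of compound wells and units are plate SD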
Active calls of the source: *; ? = inconclusive; / = not tested or not shown. The order is random; overall some 0.99% were active at least once.

SMILES	Insulin prom inh	sdo1 growth	sdo1 growth Rescue 24 h
CC(=O)Oc1ccc(N2C(=O)C3C4C=CC(CO)(O4)C3C2=O)cc1 (stereo not drawn)	4	-0.04	-0.16
CCCCn1c(N)c(N(CC)C(=O)CSc2nnnn2-c2cc(C)ccc2C)c(=O)[nH]c1=O	-50	/	/
COc1ccccc1NC(=O)c1cc(C(=O)O)ccc1C(=O)O	/	1.1	-0.08
Cc1csc(SCC(=O)Nc2ncc(Cl)c(C)c2Cl)n1	26	0.33	0.53
CC(C)CNS(=O)(=O)c1ccc(OCC(=O)Nc2ccc3c(c2)OCO3)c(Cl)c1	-12	0.05	-0.4
Cc1ccc2oc(=O)n(Cc3ccccc3OC(C)C)c2c1	9	0.42	0.54
Cc1nc2sc(C(c3cccs3)N3CCN(C(=O)c4ccco4)CC3)c(O)n2n1 (stereo not drawn)	/	-1.9	-1.6
N#CC1=C(N)Oc2cc3ccccc3cc2C1c1cccnc1 (stereo not drawn)	16	0.32	0.03
COc1ccc2c(C(F)(F)F)cc(=O)oc2c1C	12	0.64	0.05
O=C(c1ccc2c(c1)C(=O)N(Cc1ccco1)C2O)N1CCOCC1 (stereo not drawn)	/	1.1	0.03
CCN(C1CCCCC1)S(=O)(=O)c1cc(C)ccc1OC	-50	-0.82	0.17
C=C(C)Cn1c(SCC(=O)O)nnc1-c1ccc(OC)cc1	3	1.2	0.67
N#C/C(=C/c1ccc(Sc2nc3ccccc3[nH]2)o1)c1ccccc1F	31	-1.1	-0.15
Cc1nc2ccc(NC(=O)c3c(-c4ccccc4)noc3C)cc2s1	/	-0.68	-0.62
CC(C)(C)c1ccc(S(=O)(=O)N(CCCN2CCOCC2)Cc2cccs2)cc1	-39	-1.7	-0.44
Cc1c(N/N=C(\C#N)C(=O)c2ccc(Cl)cc2)c(=O)n(-c2ccccc2)n1C	-73	-0.01	0.6
CCOC(=O)c1ccccc1NC(=O)CSc1nc2ccccc2n1CC(=O)N1CCCC1	/	-0.92	-0.88
COc1ccccc1-c1cc(C(=O)NCc2ccc(F)cc2)no1	/	-0.58	-0.64
COC(=O)CNC(=O)C12CC3(C)CC(C)(CC(C)(C3)C1)C2	0	-0.74	-0.04
CC(=O)Nc1ccc2c(c1)CCCN2C(=O)c1ccccc1	-52	0.44	0.26

Some of the entries above in a different format:
smiles,Insulin prom inh,sdo1 growth,sdo1 growth Rescue 24 h
COc1ccc2c(C(F)(F)F)cc(=O)oc2c1C,12,0.64,0.05
CC(C)CNS(=O)(=O)c1ccc(OCC(=O)Nc2ccc3c(c2)OCO3)c(Cl)c1,-12,0.05,-0.4
Cc1c(N/N=C(\C#N)C(=O)c2ccc(Cl)cc2)c(=O)n(-c2ccccc2)n1C,-73,-0.01,0.6
CC(C)(C)c1ccc(S(=O)(=O)N(CCCN2CCOCC2)Cc2cccs2)cc1,-39,-1.7,-0.44

Some of these compounds in order of number of heavy atoms, highest first:
SMILES	Insulin prom inh	sdo1 growth	sdo1 growth Rescue 24 h
Cc1nc2sc(C(c3cccs3)N3CCN(C(=O)c4ccco4)CC3)c(O)n2n1 (stereo not drawn)	/	-1.9	-1.6
N#C/C(=C/c1ccc(Sc2nc3ccccc3[nH]2)o1)c1ccccc1F	31	-1.1	-0.15
Cc1nc2ccc(NC(=O)c3c(-c4ccccc4)noc3C)cc2s1	/	-0.68	-0.62

The list continues.
SMILES	Insulin prom inh	sdo1 growth	sdo1 growth Rescue 24 h
NC(=O)c1c(NC(=O)COC(=O)CSc2nnc(-c3ccc(Cl)cc3)o2)sc2c1CCC2	9	-0.18	-0.16
CCCCN(CCCC)S(=O)(=O)c1ccc(C(=O)Nc2nnc(COC)o2)cc1	-55	-1	-1.2
CCOC(=O)/C(=C/C=C1\Sc2ccccc2N1CC)C(C)=O	-47	-0.48	-0.93
CCCN(CCC)C(=O)CSc1nc2n[nH]c(C)c2c(=N)n1-c1ccc(OCC)cc1	/	-0.92	-0.16
CC[n+]1c(/C=C/N(C)c2ccccc2)oc2ccccc21	-156	0.26	-0.5
CN(C)c1ccc(C(=O)c2ccc(O)cc2O)cc1	-233	-1.3	-0.86
Cc1ccc(CSCCNC(=O)c2ccc(Cl)c(S(=O)(=O)N3CCOCC3)c2)cc1	-142	-0.97	-0.94
COc1ccc(Oc2cc(Cl)nc(N)n2)cc1	-17	/	/
COC(=O)C1=C(C)NC(=O)NC1c1ccc([N+](=O)[O-])o1 (stereo not drawn)	25	0.65	1.6
O=C(O)c1ccc(CNCc2ccccc2F)cc1	-11	/	/
CCOCCCNC(=O)c1ccccc1Br	7	1.6	1.1
CCOC(=O)c1sc(NC(=O)CSc2nnc(-c3ccco3)o2)c(C(=O)OCC)c1C	-17	0.06	0.83
O=C(NCc1ccc2c(c1)OCO2)C1CCCN1C(=O)Nc1ccccc1 (stereo not drawn)	-49	0.92	0.81
COc1ccc(C(=O)Nc2ccc(CN3CCOCC3)cc2)cc1	36	0.32	-0.07
Cc1onc(-c2ccccc2)c1NC(=O)Nc1c(-c2ccccc2)noc1C	-86	/	/
O=C(COc1ccc(Cl)cc1Cl)NC(=O)N1CCOCC1	/	0.47	0.88
O=C(CN1C(=O)CSC1=O)N1CCCCC1	-324	0.11	-0.69
Cc1c(N/C(=N/S(=O)(=O)c2ccccc2)c2ccc(Cl)cc2)c(=O)n(-c2ccccc2)n1C	/	0.69	0.74
COc1cc(-c2nnc(SCC(=O)/C(C#N)=C(\C)N)o2)cc(OC)c1OC	10	-0.28	-0.89
CC(=O)Nc1ccccc1N(CC(O)Cn1c2ccccc2c2ccccc21)S(=O)(=O)c1ccc(C)cc1 (stereo not drawn)	-6	0.09	0.56
Cc1ccc(/C(O)=C2/C(=O)C(=O)N(CCN3CCOCC3)C2c2cccnc2)cc1 (stereo not drawn)	/	0.73	0.84
O=C(CCNC(=O)OCc1ccccc1)NC1CCCCCC1	-127	0.28	-0.09
COc1ccc(/C=N/NC(=O)c2nc(-c3ccccc3)cc(-c3ccccc3)n2)cc1O	34	-1	-0.21
CCCCCCCC(=O)NC(Nc1ccccc1OC)C(Cl)(Cl)Cl (stereo not drawn)	/	-0.09	0.13
CCOC(=O)C(C)Sc1nnc(Cc2cc(=O)[nH]c(=O)[nH]2)n1-c1ccc(OCC)cc1 (stereo not drawn)	/	0.09	-0.9
COc1ccccc1NC(=O)CN(Cc1ccco1)C(=O)c1cc2ccccc2o1	-36	/	/
COc1ccc(-c2nnc(SCC(=O)NNC(=O)Cc3ccccc3)n2C)cc1OC	-17	0.08	-0.33
COCCCNC(=S)NNC(=O)C(O)(c1ccccc1)c1ccccc1	-89	/	/
O=C(CSC1=NC(=O)C(Cc2ccccc2)C(=O)N1)NC1CCCCC1 (stereo not drawn)	33	0.71	0.31
CCCc1ccc(Oc2cc(N3CCOCC3)nc(-c3ccccc3)n2)cc1	23	/	/
CCCCOc1ccc(C(=O)Oc2ccc(C)nc2)cc1	13	-1	-0.95
Cc1sc2ncn(C(C)C(=O)OC3CCCCC3)c(=O)c2c1C (stereo not drawn)	4	0	0.82
O=C(OCc1nc2ccccc2[nH]1)C12CC3CC(CC(C3)C1)C2	/	-1.8	-0.94
COC(=O)C1=C(NC(=O)COc2ccc(Cl)cc2Cl)CCS1	/	-0.18	0.25
Cc1cc(NC(=O)C2CCCCC2)ccc1NC(=O)c1ccccc1Cl	0	-1.5	-2.5
CCCC1(CCC)NC(=O)NC1=O	?	-0.61	-0.93
CCOCCCNS(=O)(=O)c1ccc(Br)cc1	14	-0.28	-1.8
COc1cc(CN2CCNC(=O)C2CC(=O)N(C)Cc2ncc[nH]2)cc(OC)c1 (stereo not drawn)	50	/	/
COc1cccc(NC(=O)C2CCN(c3ncccn3)CC2)c1	-19	-0.24	-0.18
CCOC(=O)c1ccc(Oc2nc(NC(C)(C)C)nc(N(C)C)n2)cc1	35	-0.22	-0.36

Nothing new here: 4 of the compounds above.
SMILES	Insulin prom inh	sdo1 growth	sdo1 growth Rescue 24 h
CCOCCCNS(=O)(=O)c1ccc(Br)cc1	14	-0.28	-1.8
COc1cc(CN2CCNC(=O)C2CC(=O)N(C)Cc2ncc[nH]2)cc(OC)c1 (stereo not drawn)	50	/	/
COc1cccc(NC(=O)C2CCN(c3ncccn3)CC2)c1	-19	-0.24	-0.18
CCOC(=O)c1ccc(Oc2nc(NC(C)(C)C)nc(N(C)C)n2)cc1	35	-0.22	-0.36

Next part:
SMILES	Insulin prom inh	sdo1 growth	sdo1 growth Rescue 24 h
Cc1ccccc1OCc1nc(-c2cccnc2)no1	48	/	/
Cc1ccc(C(=O)CCC2CCCC2=O)cc1 (stereo not drawn)	/	0.16	-0.65
O=[N+]([O-])c1cccc(/C=N/Nc2nc(C(Cl)(Cl)Cl)nc3ccccc23)c1	0	0.39	1.4
O=C1NC(c2cccs2)Nc2ccccc21 (stereo not drawn)	58	0.54	-0.28
O=C(CSc1nc2ccccc2[nH]1)Nc1nc(-c2cccc(Br)c2)cs1	/	-1.6	-1.4
COc1ccc(-n2nc([N+](=O)[O-])c(=NCc3ccco3)n2O)cc1	-40	/	/
COc1cc2[nH]c3c(=O)n(CCN4CCCCC4)cnc3c2cc1OC	/	-0.18	-0.67
O=C(c1csc2c1CCCC2)N1CCCCC1	6	0.42	0.37
Cc1ccccc1-n1c(Cn2c(=O)sc3ccccc32)nnc1SC(C)C	/	-0.66	-0.46
C/C(=N\Nc1ccc(F)cc1F)c1ccc(F)cc1	24	-0.68	-1.1
COC(=O)C1C(=O)C2=C(CC1C)NC(C)=C(C(=O)OC(C)C)C2c1ccc(C)o1 (stereo not drawn)	6	1.4	0.29
Cc1nnc(SCC(=O)N2CCN(Cc3ccccc3)CC2)s1	43	0.26	-0.49
CC(C)Cc1cc(C(=O)N2CCC(N3CCC(C(=O)N4CCOCC4)CC3)CC2)n[nH]1	13	/	/
CCOC(=O)c1ccc(CNC(=O)CSc2nnc(-c3ccncc3)o2)cc1	40	2.2	1.6
Cc1cccc(C)c1NC(=S)NCc1ccccc1	0	/	/
Cc1cccc(OCc2n(CC(=O)OC3CC(C)CCC3C(C)C)c3ccccc3[n+]2C)c1 (stereo not drawn)	-56	/	/
Cc1ccc(NC(=O)CN(C)S(=O)(=O)c2cnc[nH]2)cc1C	-7	-0.17	-1
Cc1cccc2cc(CN(Cc3ccccc3)C(=O)N3CCOCC3)c3nnnn3c12	-148	/	/
CNC(=O)CSCCn1c(SCC(=O)NC)nc2ccccc2c1=O	/	0.15	-0.08
COc1ccc(N2CCN(C(=O)CSc3nnc4c(C)cc5ccc(C)c(C)c5n34)CC2)cc1	35	0.12	-0.2
Cn1cc(Br)c(C(=O)Nc2ncc(Br)s2)n1	29	/	/
CC(c1ccccc1)C1CC(=O)N(Cc2ccco2)C1=O (stereo not drawn)	16	0.03	-0.54
Cc1cc2ncn(CCC(=O)NC3CCCC3)c2cc1C	7	/	/
Cc1ccc(C)c(NS(=O)(=O)c2cc(C(=O)NCCC3=CCCCC3)ccc2C)c1	-88	-1.3	-0.81
CCOC(=O)C1CCN(Cc2ccc(OC)cc2OC)CC1	/	1.5	4.2
O=C(NC1CCCCCC1)c1ccc(OCC2CCCO2)cc1 (stereo not drawn)	-488	/	/
Cc1cc(C)nc(N2CCCC(C(=O)Nc3nnc(C)s3)C2)n1 (stereo not drawn)	/	-1.1	-2
Cc1ccc(-n2c(O)c(C=NC3CCS(=O)(=O)C3)c3ccccc3c2=O)cc1C (stereo not drawn)	-14	0.22	-0.06
O=[N+]([O-])c1ccc(N2CCN(S(=O)(=O)c3ccccc3[N+](=O)[O-])CC2)cc1N1CCc2ccccc2C1	/	0.64	0.39
CC(C)c1ccc(/C=C/C(=O)Nc2nncs2)cc1	53	-0.23	-0.3
CCOC(=O)c1sc(=NC(=O)c2ccc(C)cc2)n(C)c1C	27	/	/
CCN1CCc2c(sc(NC(=O)Nc3ccc(Cl)c(Cl)c3)c2C(N)=O)C1	-208	-1.1	-1.2
CC1=CC(C)(C)N(C(=O)CSc2nnc(N)s2)c2cc(C)c(C)cc21	13	-1.4	-0.89
Cc1ccc(S(=O)(=O)c2nc(-c3ccccc3)oc2NCCN2CCOCC2)cc1	-16	-0.45	-0.33
CCNS(=O)(=O)c1cc(OC)ccc1OC	-67	0.29	-0.67
O=C(c1ccc(S(=O)(=O)c2ccccc2)cc1)N1CCCCCC1	11	1.9	2.7
COc1ccc(CNC(=O)CSCc2ccccc2Cl)cc1	-67	-0.31	-0.08
O=C(/C=C/c1ccccc1)C1C(=O)c2ccccc2C1=O	/	-1.3	-0.76
COc1ccc(C2C(C(=O)O)c3ccccc3C(=O)N2C)cc1Br (stereo not drawn)	-37	1.8	0.48
Cc1ccc(S(=O)(=O)N2CCOCC2)cc1NC(=O)COC(=O)Cc1ccsc1	/	0.91	0.8
CC1(C)CC(=O)c2cc(C(=O)NC3CCSC3=O)c(=O)n(-c3ccccc3)c2C1 (stereo not drawn)	38	-0.45	-1.1
CC(C)(C)c1ccc(OCC(=O)Nc2ccc(-c3nc4cccnc4o3)cc2)cc1	22	-0.99	-0.16
C/C(Cl)=C\Cn1c(NCCc2ccccc2)nc2c1c(=O)n(C)c(=O)n2C	/	-1.4	-1.1
c1ccc2sc(Nc3nc4cc5c(cc4s3)OCO5)nc2c1	4	-0.27	-0.33
CCOC(=O)C1=C(O)c2ccccc2C(=O)/C1=C\c1ccc(C)cc1	-40	-2.2	-2
CCOc1ccccc1/C=N/NC(=O)c1ccc(Cn2cc([N+](=O)[O-])cn2)o1	67	1.2	1.2
CN1C(=O)C(O)(CC(=O)/C=C/c2ccco2)c2cc(Br)ccc21 (stereo not drawn)	50	/	/
CCOc1ccc(C2c3c(oc4cc(C)c(C)cc4c3=O)C(=O)N2CCCN(C)C)cc1OC (stereo not drawn)	/	0.84	0.52
Cc1ccc(NC(=S)Nc2cccnc2)c(S(=O)(=O)N2CCCCC2)c1	-36	/	/
CC1(C)CC(=O)C(N=Nc2cc(C(F)(F)F)ccc2Cl)=C(O)C1	-58	/	/
